tim23-1 inh = growth inhibitors of tim23-1 mutant yeast | S. cerevisiae tim23-1 growth, BacTiter-Glo luminescence, 24 h | inhibition, % at 20 µM | 330,000 tested, 1.3% active | AID 463212;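 active = growth inhibition of the mutant yeast at or above 50%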;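 note: temperature-sensitive mutant grown at 25 °C; plate controls were DMSO-treated mutant yeast for no effect and medium wells lacking yeast for full effect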
TIM10 inh = growth inhibitors of TIM10 yeast strain; S. cerevisiae TIM10 strain growth, BacTiter-Glo luminescence, 24 h; AID 463195; 330,000 tested, 1.4% active; inhibition, % at 10 µM;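 active = inhibition of 40% or more at the single tested concentration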;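 note: wild-type TIM10 isogenic control strain grown at permissive 25 °C; 0% = DMSO yeast wells and 100% = minimal medium wells without yeast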
UPR CHOP act = activators of apoptotic arm of unfolded protein response (CHOP) | activation, % at 10 µM | CHO-CHOP luciferase reporter, UPR activation, luminescence; percent of tunicamycin response over DMSO baseline | AID 449763 | 330,000 tested, 0.34% active;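 active = at 10 µM dose, activation of 40% or more, normalized to positive control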;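 note: 100% = tunicamycin at 10 µg/mL and 0% = DMSO alone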
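Assay system: CHO cells with stable CHOP pathway luciferase reporter; Buffer or medium: F12 plus 10% serum; Times: 16-18 h cell attachment, then 6 h compound exposure, 37 °C; Signal: luciferase luminescence; Read-out basis: percent activation relative to tunicamycin control; Control set: tunicamycin high control, DMSO low control.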
Mdm2-MdmX inh = disrupts the human Mdm2-MdmX interaction | O15151+Q00987 | SaOS-2 split-luciferase Mdm2/MdmX complementation, luminescence | inhibition, % at 8 µM | 330,000 tested, 3% active;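 active = inhibition of at least 50% at 8 µM in the primary screen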
Target sequence (O15151 whole entry, looked up): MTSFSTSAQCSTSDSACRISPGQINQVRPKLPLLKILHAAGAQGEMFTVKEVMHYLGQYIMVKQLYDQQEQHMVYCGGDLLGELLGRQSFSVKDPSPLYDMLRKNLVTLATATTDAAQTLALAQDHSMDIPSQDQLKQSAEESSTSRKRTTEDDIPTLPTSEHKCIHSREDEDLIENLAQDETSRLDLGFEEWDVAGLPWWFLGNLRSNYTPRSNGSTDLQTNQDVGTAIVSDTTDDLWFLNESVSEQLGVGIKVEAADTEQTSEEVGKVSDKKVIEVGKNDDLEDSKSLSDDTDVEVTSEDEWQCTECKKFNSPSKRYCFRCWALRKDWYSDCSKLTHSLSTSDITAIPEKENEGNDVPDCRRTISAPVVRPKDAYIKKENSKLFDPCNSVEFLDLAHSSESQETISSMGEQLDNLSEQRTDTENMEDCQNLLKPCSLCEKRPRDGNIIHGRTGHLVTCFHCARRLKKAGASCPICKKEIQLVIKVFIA
Target sequence (Q00987 whole entry, looked up): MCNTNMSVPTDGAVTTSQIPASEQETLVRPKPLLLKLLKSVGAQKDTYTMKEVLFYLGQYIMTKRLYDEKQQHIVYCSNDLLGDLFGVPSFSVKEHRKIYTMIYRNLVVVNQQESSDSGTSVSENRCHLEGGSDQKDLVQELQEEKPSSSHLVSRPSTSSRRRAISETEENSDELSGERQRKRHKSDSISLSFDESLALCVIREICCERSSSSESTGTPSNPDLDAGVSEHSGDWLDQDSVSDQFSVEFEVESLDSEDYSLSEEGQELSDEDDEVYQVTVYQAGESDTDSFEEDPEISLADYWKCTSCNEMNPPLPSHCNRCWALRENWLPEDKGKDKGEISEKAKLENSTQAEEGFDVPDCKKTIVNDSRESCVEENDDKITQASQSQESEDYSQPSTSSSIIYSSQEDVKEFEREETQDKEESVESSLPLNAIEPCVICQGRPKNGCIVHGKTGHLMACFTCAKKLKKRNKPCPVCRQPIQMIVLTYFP
tim10-1 inh = tim10-1 yeast growth inhibition. S. cerevisiae tim10-1 ts strain growth, BacTiter-Glo, 24 h. inhibition, % at 20 µM. 330,000 tested, 2.2% active;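 active = inhibition of at least 40%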;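 note: mutant grown at 25 °C; 0% = DMSO wells with yeast and 100% = wells holding no yeast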
697 NFkB inh = lowers PMA/ionomycin-induced NF-kB signal in 697 B cells | 697 B-cell NF-kB luciferase reporter, 16 h | inhibition, % at 4 µM | 330,000 tested, 0.33% active; in the data active = inhibition above about 35%
XBP1 UPR activ = activators of adaptive arm of unfolded protein response (XBP1); activation, % at 20 µM; 330,000 tested, 0.33% active; CHO-XBP1 luciferase reporter, IRE1-XBP1 UPR activation, luminescence; percent of tunicamycin response, DMSO as zero;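 active = versus positive control, 20 µM dose yields 30% or more activation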;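 note: 100% = tunicamycin at 10 µg/mL and 0% = DMSO only wells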
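Material – CHO cell line with stable XBP1 luciferase reporter · Buffer or medium – F12 plus 10% FBS · Compound – single point, 20 µM final compound, 1% DMSO · Schedule – 16-18 h cell attachment at 37 °C, then 6 h compound exposure · Signal – Steady-Glo luminescence read · Benchmarks – high control tunicamycin 10 µg/mL final, low control DMSO vehicle only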
Jurkat NFkB inh = inhibitors of the PMA/ionomycin-induced NF-kB reporter in Jurkat cells; 330,000 tested, 0.53% active; inhibition, % at 4 µM; PMA/ionomycin-induced NF-kB luciferase reporter, luminescence; in the data active = inhibition above about 50%
* hit, by the source's call.

Start of the listing, in advance (four entries):
Compound	TIM10 inh	Mdm2-MdmX inh	697 NFkB inh	tim10-1 inh	tim23-1 inh	UPR CHOP act	Jurkat NFkB inh	XBP1 UPR activ
CCOC(=O)c1ccc(N2C(=O)C3CC=C(C)CC3C2=O)cc1 (stereo not drawn)	-1	10	20	12	14	-2.0	-6	0
N#Cc1ccccc1NC(=O)COC(=O)CSc1nc2ccccc2o1	14	-7	-60	23	23	0.9	-20	-4
Cc1cc2occ(CC(=O)Nc3nccs3)c2cc1C(C)C	-1	1	-31	17	-5	1.8	-8	0
Cc1ccc(NC(=O)CNc2ccccc2N2CCCC2=O)cc1S(=O)(=O)N1CCOCC1	1	-8	9	4	12	0.6	-1	-2

Results (from the top)
Compound	TIM10 inh	Mdm2-MdmX inh	697 NFkB inh	tim10-1 inh	tim23-1 inh	UPR CHOP act	Jurkat NFkB inh	XBP1 UPR activ
CCOC(=O)c1ccc(N2C(=O)C3CC=C(C)CC3C2=O)cc1 (stereo not drawn)	-1	10	20	12	14	-2.0	-6	0
N#Cc1ccccc1NC(=O)COC(=O)CSc1nc2ccccc2o1	14	-7	-60	23	23	0.9	-20	-4
Cc1cc2occ(CC(=O)Nc3nccs3)c2cc1C(C)C	-1	1	-31	17	-5	1.8	-8	0
Cc1ccc(NC(=O)CNc2ccccc2N2CCCC2=O)cc1S(=O)(=O)N1CCOCC1	1	-8	9	4	12	0.6	-1	-2
Oc1cccnc1SCc1ccccc1	-3	7	7	-23	9	2.3	-2	4
COC(=O)c1c(NC(=O)CCS(=O)(=O)c2ccccc2)sc2c1CCN(C)C2	-3	35	6	3	9	0.1	-9	-5
O=C(c1ccco1)N1CCN(c2ccc(N3CCCCC3)nn2)CC1	-15	-61	-7	-8	-21	3.1	-38	-1
COc1ccc(C(c2sc3nc(C)nn3c2O)N2CCN(CCO)CC2)cc1OC (stereo not drawn)	1	9	-3	-22	-7	1.2	-2	-1
CCOc1ccccc1C(=O)NCC(=O)N(C)Cc1cccnc1	2	8	12	2	8	0.7	-15	-1
CCOCCCNC(=O)c1ccc(OC)c(OC2CCN(C(C)C)CC2)c1	0	3	-34	-16	-2	4.2	-14	-2
O=C(COc1cccc(C(F)(F)F)c1)Nc1ccc2[nH]ncc2c1	16	31	8	34	44	1.0	-10	-5
Cc1cccc(NC(=S)NCc2ccc3c(c2)OCO3)c1C	7	3	6	24	21	-0.4	8	3
COc1ccc(S(=O)(=O)N2CCc3ccccc32)cc1NC(C)=O	2	6	-3	-4	1	-1.4	2	-3
O=c1[nH]c(=O)n(C2C[C@H](O)[C@@H](CO)O2)cc1C(F)(F)F (stereo partly drawn)	14	31	28	22	0	-1.9	18	-5
Cc1cc(C)nc(N2CCN(c3ccc(F)cc3)CC2)n1	3	7	4	13	17	1.5	10	0
COc1ccc(N2CCN(S(=O)(=O)c3cn(C)c(=O)n(C)c3=O)CC2)cc1	8	-36	3	-12	17	-3.1	-2	0
Cc1ccc(S(=O)(=O)NC2=NCN(CC(=O)O)CN2)cc1	4	-4	17	6	0	-0.2	10	-4
Cc1ccc(CNC(=O)CSc2nc3ccccc3c(=O)n2CC2CCCO2)cc1 (stereo not drawn)	16	5	-1	2	19	1.3	-3	1
COc1ccc(F)c(CN2CCN(CCc3ccccc3)C(CCO)C2)c1 (stereo not drawn)	-9	16	11	-6	-12	1.1	6	-2
O=C(Cc1c(F)cccc1Cl)Nc1ccncc1	-17	-21	9	-30	-316	-0.5	11	-2
Cc1cccc2cc(C(c3nnnn3CC3CCCO3)N3CCCc4ccccc43)c(=O)[nH]c12 (stereo not drawn)	34	13	0	28	31	1.7	0	0
Cc1cc(C(=O)N2CCN(c3ccc([N+](=O)[O-])cc3)CC2)c(C)o1	6	5	3	18	18	2.6	32	-3
COC(=O)c1ccc(/C=N/NC(=S)NC(C)C)cc1	-20	13	-11	14	9	0.2	-3	-2
CCOc1ccc(NC(=O)c2ccco2)cc1S(=O)(=O)N1CCCC1	0	0	11	-2	1	-1.1	8	-1
Cc1[nH]c2ccccc2c1C(=O)CN1CC(C)CC(C)C1 (stereo not drawn)	-4	29	8	-1	13	-1.6	-5	-4

A different layout for 2 compounds above:
smiles: Cc1ccc(CNC(=O)CSc2nc3ccccc3c(=O)n2CC2CCCO2)cc1 (stereo not drawn)
  TIM10 inh = 16
  Mdm2-MdmX inh = 5
  697 NFkB inh = -1
  tim10-1 inh = 2
  tim23-1 inh = 19
  UPR CHOP act = 1.3
  Jurkat NFkB inh = -3
  XBP1 UPR activ = 1

smiles: COc1ccc(F)c(CN2CCN(CCc3ccccc3)C(CCO)C2)c1 (stereo not drawn)
  TIM10 inh = -9
  Mdm2-MdmX inh = 16
  697 NFkB inh = 11
  tim10-1 inh = -6
  tim23-1 inh = -12
  UPR CHOP act = 1.1
  Jurkat NFkB inh = 6
  XBP1 UPR activ = -2

Later entries.
Compound	TIM10 inh	Mdm2-MdmX inh	697 NFkB inh	tim10-1 inh	tim23-1 inh	UPR CHOP act	Jurkat NFkB inh	XBP1 UPR activ
Cc1ccc(S[C@@H](CCN2CC[C@H](O)CCC2=O)c2ccccc2)cc1	-2	-8	7	-5	-7	-0.3	11	1
CC(C)Nc1nc(NC(C)C)nc(Nn2cnnc2)n1	4	-30	4	10	-5	5.7	2	-2
Cc1nn(CCCC(=O)NCCc2ccccc2)c(C)c1[N+](=O)[O-]	-15	23	10	-10	7	3.0	-2	-3
O=C(N/N=C/c1cccc(OC(=O)c2ccccc2Cl)c1)c1cccnc1	9	-10	-28	15	12	2.0	1	4
CCN1CCN(c2nc3c(c(=O)n(C)c(=O)n3C)n2Cc2cccc3ccccc23)CC1	-2	6	5	-7	-23	-1.1	-12	0
O=C(Nc1sc2c(c1C(=O)c1ccccc1)CCCC2)c1cccnc1	14	9	-7	18	44	0.0	11	4
CCN1C(=O)c2cccc3c(NC(=O)c4ccc5c(c4)OCCO5)ccc1c23	8	51*	3	4	17	1.3	-15	7
Cc1ccc(CCNS(=O)(=O)c2cnc[nH]2)cc1	-8	1	-6	11	-2	-2.1	-9	1
CCc1nc(NCCC(C)C)c2nnn(Cc3ccccc3)c2n1	-2	23	-3	5	-6	-1.5	-8	-3
NC1=NC2(CCC(c3ccccc3)CC2)n2c(nc3ccccc32)N1 (stereo not drawn)	14	38	-4	14	-10	3.7	8	-3
COc1cc(NC(=S)N2CCN(Cc3ccccc3)CC2)cc(OC)c1	11	8	-6	27	16	-0.2	8	0
CSCCC(NC(=O)c1cccc([N+](=O)[O-])c1)c1nc2ccccc2[nH]1 (stereo not drawn)	7	12	-12	2	6	3.5	3	-1
CCSc1n[nH]c2nc3c(c(=O)n12)C1(CCCCC1)Cc1ccccc1-3	9	6	4	28	34	-0.4	-1	4
CCOc1cc(C(=O)N2CCC(CC3CC(c4ccc(Cl)cc4)=NO3)(C(=O)NCC3CCCCC3)CC2)cc(OCC)c1OCC (stereo not drawn)	6	8	1	10	12	4.5	28	-5
O=[N+]([O-])c1ccc(CN2CCN(c3ccc(Cl)cc3)CC2)o1	19	8	-16	-22	25	-2.7	-11	-2
O=C(c1ccccc1)N1CCCC(C(=O)N2CCc3ccccc3C2)C1 (stereo not drawn)	3	8	15	4	22	-4.1	-5	0
Cc1cccc(N2CCN(C(=O)CSc3ccc4c(c3)OCCO4)CC2)c1C	21	8	10	23	45	-0.6	4	0
COc1cc(/C=N/NC(=O)c2cc(C)oc2C)ccc1O	-1	-22	7	5	2	1.2	-21	-1
COc1cc(C(=O)NNC(=O)c2ccccc2Br)ccc1OCC(=O)N1CCOCC1	4	-2	20	13	13	1.7	9	3
Cc1ccc(S(=O)(=O)NCCC(=O)N2CCCCCCC2)cc1	-3	-29	1	10	12	0.5	-9	1
CC(O)c1nc2ccccc2n1CC(=O)N1CCN(c2ccccc2)CC1 (stereo not drawn)	-17	9	8	14	15	-0.8	4	-1
Cc1ncc(CO)c2c1Oc1nc(-c3ccccc3F)nc(SCC(=O)N(C)c3ccccc3)c1C2	21	30	10	21	28	4.1	7	-3
N#Cc1cnc(SCCc2ccccc2)nc1N	11	-8	-45	21	9	5.4	-21	2
CCC(C)(C)NC(=O)C(c1ccc(OC)cc1)N(Cc1cccs1)C(=O)CCC(=O)Nc1cc(C)on1 (stereo not drawn)	-2	-14	14	14	3	-1.0	7	0
Clc1cccc(Nc2ncnc3c2cnn3-c2ccccc2)c1	-19	-20	-48	28	15	0.3	-46	5

Additional entries
Compound	TIM10 inh	Mdm2-MdmX inh	697 NFkB inh	tim10-1 inh	tim23-1 inh	UPR CHOP act	Jurkat NFkB inh	XBP1 UPR activ
CCC(c1nnnn1C(C)(C)C)N1CCN(C2CCCC2)CC1 (stereo not drawn)	-9	-10	8	-19	-9	-1.1	2	0
O=C(O)c1ccccc1-c1ccccc1C(=O)Nc1ccc(OC(F)(F)F)cc1	0	0	9	-11	-6	2.1	-6	-1
CN(C)S(=O)(=O)c1cccc(C(=O)Nc2ccc(Cl)cn2)c1	-14	-35	-50	6	1	1.7	-50	1
COc1ccc(C2C(C#N)=C(N)Oc3cc(O)ccc32)cc1Cl (stereo not drawn)	0	25	-8	-4	23	-0.4	-4	-1
Fc1cccc(NC(=S)NCCc2ccccc2)c1	23	-7	-17	37	37	3.3	-14	13
COc1ccccc1N1CCN(C(=O)CSc2nnc(NC(=O)C3CCC3)s2)CC1	9	19	-25	10	10	-0.5	-13	1
O=C(NN1C(=O)/C(=C/c2cccs2)SC1=S)c1ccccc1	-24	-2	3	-21	6	9.0	3	-2
COc1ccccc1N1CCN(C(CNS(=O)(=O)c2ccc(C)cc2)c2cccnc2)CC1 (stereo not drawn)	7	14	5	3	4	-1.6	22	0
O=C1CN(S(=O)(=O)c2ccccc2)CCN1	4	5	6	-11	0	2.1	10	-1
CC(=O)c1cccc(N(C(=O)CS(=O)CC(=O)Nc2ccc(F)cc2)C(C(=O)NC2CCCCC2)c2ccc(C)o2)c1 (stereo not drawn)	9	2	8	10	6	0.0	2	-3
CCOC(=O)C1CCCN(C(=O)/C=C/c2cccc([N+](=O)[O-])c2)C1 (stereo not drawn)	0	-21	12	13	19	2.5	4	2
C=CCNC(=O)CN(Cc1ccccc1)S(=O)(=O)c1ccc(C)cc1	-1	3	-23	8	29	-1.4	-11	-1
CCN(CC)CCNC(=O)c1ccc(NC(=O)C2CCN(c3ncnc4sc(C)c(C)c34)CC2)cc1	-1	91*	-42	-13	-3	-1.5	7	-1
O=C(NCc1ccccc1)Nc1cccn(Cc2ccc(F)cc2)c1=O	6	33	10	9	2	0.5	4	-1
CC1CCCCN1CCCNC(=O)Cn1c(=O)c2cccn2c2ccccc21 (stereo not drawn)	7	-5	7	13	7	1.2	11	-2
COc1ccccc1C(c1nnnn1C(C)(C)C)N1CCN(Cc2ccncc2)CC1 (stereo not drawn)	1	-14	-2	11	13	0.4	9	0
CC(C)=NN1C(c2nonc2N)=NOC1(C)C	10	-9	7	-7	7	-1.8	1	-3
N/C(Cc1cccs1)=N\OC(=O)COc1ccccc1Cl	22	5	-48	36	20	7.5	-31	-2
CCOc1ccccc1N1CCN(CC(=O)NCCc2ccc(S(N)(=O)=O)cc2)CC1	-21	6	12	-8	16	2.1	-21	-3
CC(=O)Nc1cc(C(=O)N2CCCC2)ccc1Sc1ccc(Cl)cc1	-8	26	34	5	-13	1.8	-12	2
CC(=O)Nc1ccc(NC(=O)CSc2nnc(NC(=O)C3CC(=O)N(c4ccc(F)cc4)C3)s2)cc1 (stereo not drawn)	1	19	17	-9	-11	-0.4	10	-2
CCn1c(SCC(=O)Nc2ccccc2C(=O)OC)nnc1-c1ccc(N)cc1	14	7	8	18	9	-1.5	10	0
CC(C)(C)NC(=O)c1cccnc1Sc1ccccc1	12	22	20	15	17	2.8	12	1
NC(=O)C1Cc2ccccc2CN1S(=O)(=O)c1cccs1 (stereo not drawn)	9	3	-20	15	9	-1.1	-5	-5
O=C(CCn1cnnn1)N1CCCC(Nc2ccc(F)cc2)C1 (stereo not drawn)	0	17	6	-11	-5	0.4	7	-1
O=C(c1cc2ccccc2o1)N1CCN(Cc2ccccc2)CC1	7	-7	8	-5	13	3.7	-4	-3
